# From PubChem
# RORg inh = ROR gamma (mouse) transcription inhibition; actives 5.4% (n = 310,000); Potency, µM (doses to about 53.6 µM), for inactives: at the highest dose activity change, negative = inhibition, actives largely listed as inhibitors; Drosophila S2 Gal4-RORgamma UAS-luciferase reporter, 20 h; further: potency means the concentration at half of the fitted maximal effect; on the % scale 0 is the no-effect control and ±100 the full control effect; nearly all actives have a fitted effect of over 60% in size
#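 Luminescence from a UAS-regulated Photinus luciferase reporter in stably transfected Drosophila Schneider cells is measured; decreased signal marks ROR gamma inhibition. Fusion expression is induced by 700 uM copper sulfate for 20 hr.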
# TRPV1 ag = agonists of human vanilloid receptor 1 (TRPV1) | actives 0.19% (n = 320,000) | TRPV1-expressing cells, Fluo-8 calcium influx, agonist mode | AID 540275 | activation, % at 8.33 µM; in the data active means activation above about 80%; inconclusive means between about 30% and that limit; further: 0% is about no effect
#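 Cells expressing TRPV1 were dye-loaded with Fluo-8 and read kinetically: 10 s baseline, 3 min after compound (agonist portion), then 2 min after EC20 capsaicin (allosteric enhancer portion). Calcium-bound dye fluorescence at 480/520 nm.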
# FLuc modulator = firefly luciferase modulation, counter-screen for miR-21 project | Potency, µM (titrated, usually from 57.5 µM), without a hit: at the highest dose activity change, negative = inhibition, actives largely listed as inhibitors | purified FLuc, Km substrates, luminescence inhibition | actives 6.9% (n = 360,000);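 further: potency means the concentration at half of the fitted maximal effect; plate controls were vehicle for no effect and reference inhibitor for full effect; nearly all actives have a fitted effect of over 55% in size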
# Target sequence (P08659 whole entry, looked up): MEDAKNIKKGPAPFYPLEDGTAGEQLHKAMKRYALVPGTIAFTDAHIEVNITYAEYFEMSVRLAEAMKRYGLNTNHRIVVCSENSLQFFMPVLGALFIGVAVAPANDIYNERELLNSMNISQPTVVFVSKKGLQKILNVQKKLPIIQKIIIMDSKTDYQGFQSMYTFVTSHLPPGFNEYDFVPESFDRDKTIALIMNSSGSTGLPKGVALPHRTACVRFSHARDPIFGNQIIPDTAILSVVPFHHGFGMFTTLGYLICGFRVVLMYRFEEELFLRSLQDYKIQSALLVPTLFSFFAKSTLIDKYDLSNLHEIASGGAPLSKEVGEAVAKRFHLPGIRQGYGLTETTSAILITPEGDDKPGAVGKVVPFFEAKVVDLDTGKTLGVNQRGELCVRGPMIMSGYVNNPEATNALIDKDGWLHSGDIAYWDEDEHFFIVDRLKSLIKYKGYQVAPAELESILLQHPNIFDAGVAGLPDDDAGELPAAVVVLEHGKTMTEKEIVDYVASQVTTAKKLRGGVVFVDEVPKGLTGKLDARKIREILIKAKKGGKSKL
#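 Biochemical qHTS of compounds, final roughly 60 µM downward over six points, against 10 nM purified firefly luciferase using Km concentrations of substrates (10 uM D-luciferin, 10 uM ATP) in Tris acetate pH 7.5 buffer; luminescence output.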
# VP16 counter = Gal4-VP16 reporter inhibition counter-screen | Potency, µM (doses to about 53.6 µM), for the others: top-dose activity, negative = inhibition, actives largely listed as inhibitors | Drosophila S2 Gal4-VP16 UAS-luciferase, luminescence, 20 h | actives 3.5% (n = 310,000);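 further: Gal4-VP16 expression switched on by copper sulfate through the metallothionein promoter; potency means the concentration at half of the fitted maximal effect; on the % scale 0 is the no-effect control and ±100 the full control effect; nearly all actives have a fitted effect of over 50% in size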
# p53 reactivation = restores transcriptional activity of mutant p53. H1299 p53-A138V BP100-luciferase reporter, luminescence, 24 h. Potency, µM (highest dose often 92.2 µM), for the others: at the highest dose activity change, positive = activation, usual class: activators. actives 0.063% (n = 320,000). AID 504706; further: potency means the concentration at half of the fitted maximal effect; % of control where 0% means no effect; nearly all actives have a fitted effect of over 45% in size
#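 H1299 (p53-null), stable ts p53-A138V + BP100-Luc; 1000 cells/well, Opti-MEM/10% FBS; cpd 4 pt, 1:5; 24 h, 37 deg C, 5% CO2; detection reagent 10 min RT; luminescence.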
# ELG1 DNA repair = ELG1-dependent DNA repair inhibition. HEK293T ELG1-luciferase reporter, luminescence, 16 h; DNA damage induced by 5-fluorouridine. Potency, µM (doses to about 46.1 µM), for inactives: at the top dose activity change, negative = inhibition, most hits filed as inhibitors. actives 2.3% (n = 330,000); further: potency means the concentration at half of the fitted maximal effect; on the % scale 0 is the no-effect control and ±100 the full control effect; nearly all actives have a fitted effect of over 55% in size
#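 In this reporter screen, reduction of luminescence relative to DMSO vehicle indicated activity. Compounds and 5-fluorouridine were added together to 2,000 cells per well, incubated for 16 hr at 37 °C, then developed with ONE-Glo.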
# Tb PFK inh = blocks T. brucei phosphofructokinase | O15648 | T. brucei PFK, ADP-Glo luminescence | Potency, µM (highest dose often 57.5 µM), for inactives: at the highest dose activity, negative = inhibition, most hits filed as inhibitors | actives 0.17% (n = 330,000);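 further: potency means the concentration at half of the fitted maximal effect; 0% = uninhibited 1x PFK enzyme wells and -100% = no-enzyme wells; nearly all actives have a fitted effect of over 60% in size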
# Target sequence (O15648 whole entry, looked up): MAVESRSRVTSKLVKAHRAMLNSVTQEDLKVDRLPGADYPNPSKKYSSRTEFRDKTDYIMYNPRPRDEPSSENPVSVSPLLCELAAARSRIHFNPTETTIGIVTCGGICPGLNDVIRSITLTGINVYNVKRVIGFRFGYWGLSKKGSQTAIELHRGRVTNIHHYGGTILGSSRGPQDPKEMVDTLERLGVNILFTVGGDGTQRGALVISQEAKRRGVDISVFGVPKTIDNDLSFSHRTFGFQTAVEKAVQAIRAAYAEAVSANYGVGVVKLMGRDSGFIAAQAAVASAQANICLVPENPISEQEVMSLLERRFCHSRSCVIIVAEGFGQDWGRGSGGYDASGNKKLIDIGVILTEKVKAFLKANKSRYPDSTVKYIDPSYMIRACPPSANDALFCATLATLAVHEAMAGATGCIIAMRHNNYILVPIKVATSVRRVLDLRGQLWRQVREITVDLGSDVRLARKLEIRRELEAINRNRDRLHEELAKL
#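 Luminescent ADP detection (ADP-Glo, two-step: ATP depletion then ADP-to-ATP conversion for luciferase) reported PFK activity after 45 min room-temperature reaction of 1.25 nM enzyme with 0.5 mM F6P and 0.1 mM ATP at pH 8.0.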
# ELG1 genotox = genotoxicity induction in ELG1-luciferase HEK293T cells. HEK293T ELG1-luciferase reporter, luminescence, 16 h. Potency, µM (series often up to 46 µM), for inactives: at the highest dose activity change, positive = activation, hits mostly activators. actives 1.3% (n = 330,000). AID 504466; further: potency means the concentration at half of the fitted maximal effect; % of control where 0% means no effect; nearly all actives have a fitted effect of over 60% in size
#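 After overnight (16 hr) compound treatment at 37 °C, ELG1-luciferase HEK293T cells were lysed with ONE-Glo; luminescence quantified 30 min later at room temperature.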
# NPC1 promoter act = activates the NPC1 promoter | actives 2.4% (n = 320,000) | Potency, µM (series often up to 9.22 µM), inactives show at the top dose activation, actives largely listed as activators | Huh7 NPC1 promoter luciferase reporter, 24 h;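 further: potency means the concentration at half of the fitted maximal effect; % of control where 0% means no effect; nearly all actives have a fitted effect of over 60% in size; reporter is driven by a mutant NPC1 promoter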
#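 Luminescence read-out of NPC1 promoter-driven luciferase in stably transfected Huh7 cells; compounds delivered in DMSO and left 24 h at 37C, 5% CO2, qHTS titration format.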
# Rab9 promoter act = activators of Rab9 promoter | Huh7 Rab9 promoter-luciferase reporter, luminescence, 24 h | Potency, µM (doses to about 9.22 µM), for the others: at the top dose activation, negative = inhibition, hits mostly activators | actives 2.8% (n = 320,000) | AID 485297; further: potency means the concentration at half of the fitted maximal effect; % of control where 0% means no effect; nearly all actives have a fitted effect of over 60% in size
#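 Huh7 reporter line, Rab9 promoter upstream of luciferase. Compound exposure 24 h at 37 °C in reduced-serum medium with 10% FBS. Read-out: luminescence.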
# BRCA1 expr act = BRCA1 expression activation | MCF7-BRCA1-FFLuc reporter, luminescence, 48 h; response scale: scaled: vehicle 0%, 10 µM genistein 100% | Potency, µM (highest dose often 46.1 µM), without a hit: at the top dose activation, actives largely listed as activators | actives 1.1% (n = 380,000); further: potency means the concentration at half of the fitted maximal effect; nearly all actives have a fitted effect of over 80% in size; some results filed as inactive show a strong effect at the top dose
#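 48 h compound treatment of MCF7-BRCA1-FFLuc cells (phenol-red free MEM, 37 °C), then 15 min with luciferase substrate and luminescence imaging.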
# Active calls of the source: *; ? = inconclusive; . = not tested or not shown; & = joins results of further samples; [ ] = remark or other dose. Unless noted, the call rests on the fitted dose curve; in most records, active means well fitted curve in the direction sought with a large enough effect; inconclusive means small, poorly fitted or top-dose-only effect, or another doubt; inactive means no such curve, though single readings can be large; an effect the other way counts as inactive or inconclusive.
SMILES,RORg inh,TRPV1 ag,FLuc modulator,VP16 counter,p53 reactivation,ELG1 DNA repair,Tb PFK inh,ELG1 genotox,NPC1 promoter act,Rab9 promoter act,BRCA1 expr act
COc1cccc(CNC(=O)C2CC(=O)N(c3ccc4c(c3)OCCO4)C2)c1 (centres undefined),.,21,0%,.,11%,5%,-5%,-2%,5%,-3%,8%
CCCCCCCCCCOC(=O)C[N+](C)(C)C/C=C(/C)Cl,14%,4,-1%,22µM*,-11%,-9%,0%,-8%,-1%,-7%,-20%
Cc1[nH]n(-c2ccccc2)c(=O)c1Sc1ccc(Cl)cc1,31%,0,4%,-11%,25%,-22%,-3%,-4%,-8%,0%,-10%
O=C(COC(=O)c1cccnc1Cl)NCc1ccc2c(c1)OCO2,-3%,0,2%,4%,8%,3%,-4%,0%,-4%,1%,-18%
Cc1ccccc1C(=O)Oc1cccc2c(O)cccc12,-27%,-2,?,?,-31%[inhibitor],14%,-2%,-1%,8%,7%,-50%
Fc1ccccc1N1CCN(C2CCN(Cc3c[nH]c4ccccc34)CC2)CC1,3%,-3,-1%,-3%,1%,3%,1%,1%,-3%,13%,8%
COc1ccc(-n2c(N)c(C(=O)NCc3cccnc3)sc2=S)cc1,-1%,1,2%,-12%,1%,5%,1%,5%,-5%,7%,3%
CC(C)(C)c1ccc(-n2ncc3c2CCCC3NC(=O)C2=NNC(=O)CC2)cc1 (centres undefined),37%,?,?,?,-13%,?,-3%,-8%,-8%,-10%,-31%
O=C(C#Cc1ccccc1)Nc1cccc(F)c1,.,?,4.3µM*,.,.,?,0%,-1%,-9%,0%,-83%
O=C(NCN1CCc2ccccc2C1)c1ccccc1,0%,0,3%,3%,0%,-3%,-5%,1%,0%,3%,4%
Cc1ccc(C)c(N2CCN(S(=O)(=O)c3ccc4c(c3)CCN4C(=O)CCC(=O)O)CC2)c1,5%,-4,-1%,-2%,0%,1%,-14%,-2%,-4%,-10%,-14%
CCn1cc(C(=O)NCc2ccccn2)c(=O)c2cc(S(=O)(=O)N3CCCCC3)ccc21,0%,-6,11%,-5%,-5%,?,2%,3%,3%,20%,.
COc1cccc(OC)c1C(=O)NC(=S)N1CCCCC1c1cccnc1 (centres undefined),22µM*,-5,-6%,-17%,-2%,12%,-4%,0%,-7%,-3%,-7%
COc1cccc(CNn2cnnc2)c1OCc1ccccc1F,0%,4,7%,-6%,1%,3%,-3%,-4%,-3%,-5%,8%
Cc1c(O)cc2c(c1O)C(=O)CC(c1ccc(O)cc1)O2 (centres undefined),12%,0,1%,-5%,6%,7%,5%,1%,2%,3%,-30%
CCOC(=O)C1C(=O)CC(C)(O)C(C(=O)OCC)C1c1ccc([N+](=O)[O-])cc1 (centres undefined),3%,1,-2%,3%,-3%,-18%,0%,-6%,-3%,0%,-11%
O=C1C2CCC(C(O)C2)N1Cc1ccccc1 (centres undefined),-12%,-1,1%,-9%,0%,-2%,1%,1%,2%,4%,15%
Cc1cc(NC(=O)/C(C#N)=C/c2ccc(-c3ccc(SC(F)F)cc3)o2)n(-c2ccccc2)n1,30%,3,2%,7%,-3%,8%,-3%,8%,-4%,-5%,-19%
COc1cccc(NC(=S)Nc2cccc3ccccc23)c1,0.11µM*,0,-6%,6.3µM*,7%,.,6%,21%,8%,-54%[inhibitor],-24%
Cc1ccccc1NC(=O)OCc1cccnc1Sc1ccc(Cl)cc1,18%,15,-1%,5%,0%,?,7%,-4%,0%,0%,-24%
Cc1cc2c(C)nc(-c3ccccc3)nc2o1,?,4,19µM*,-3%,23%,?,-13%,16µM*,?,?,?
O=C(COc1ccc(Cl)cc1)NCCNC(=O)c1ccccn1,1%,-2,-1%,-9%,-4%,-5%,-1%,-3%,-1%,-1%,-6%
CC1(C)OC(=O)CC1C(=O)NCc1ccccc1 (centres undefined),2%,2,1%,0%,-10%,0%,-4%,1%,-1%,-3%,-13%
Cc1ccc(NC(=O)c2ccc([N+](=O)[O-])o2)c(C)c1,24%,0,1%,-5%,-12%,-11%,0%,-1%,-9%,1%,-85%
CCN(CCN(C)C)C(=O)C1CCN(S(=O)(=O)c2c(C)noc2/C=C/c2ccccc2F)CC1,?,0,1%&-4%,?,-14%,14%,1%,10%,-5%,4%,1%

# 4 entries out of the list above, ordered by the value under TRPV1 ag, descending:
mol | TRPV1 ag
COc1cccc(CNC(=O)C2CC(=O)N(c3ccc4c(c3)OCCO4)C2)c1 (centres undefined) | 21
O=C1C2CCC(C(O)C2)N1Cc1ccccc1 (centres undefined) | -1
Cc1ccccc1C(=O)Oc1cccc2c(O)cccc12 | -2
COc1cccc(OC)c1C(=O)NC(=S)N1CCCCC1c1cccnc1 (centres undefined) | -5

# Some of the entries so far, field by field:
molecule: O=C(NCN1CCc2ccccc2C1)c1ccccc1
  RORg inh = 0%
  TRPV1 ag = 0
  FLuc modulator = 3%
  VP16 counter = 3%
  p53 reactivation = 0%
  ELG1 DNA repair = -3%
  Tb PFK inh = -5%
  ELG1 genotox = 1%
  NPC1 promoter act = 0%
  Rab9 promoter act = 3%
  BRCA1 expr act = 4%
molecule: COc1cccc(OC)c1C(=O)NC(=S)N1CCCCC1c1cccnc1 (centres undefined)
  RORg inh = 22µM*
  TRPV1 ag = -5
  FLuc modulator = -6%
  VP16 counter = -17%
  p53 reactivation = -2%
  ELG1 DNA repair = 12%
  Tb PFK inh = -4%
  ELG1 genotox = 0%
  NPC1 promoter act = -7%
  Rab9 promoter act = -3%
  BRCA1 expr act = -7%

# Continuation:
SMILES,RORg inh,TRPV1 ag,FLuc modulator,VP16 counter,p53 reactivation,ELG1 DNA repair,Tb PFK inh,ELG1 genotox,NPC1 promoter act,Rab9 promoter act,BRCA1 expr act
COc1ccc(CC(=O)Nc2cc(S(=O)(=O)N3CCOCC3)ccc2N2CCCC2)cc1OC,.,.,.,.,0%,5%,0%,-1%,.,.,-15%
O=C(O)CCC(NC(=O)c1cncc(O)c1)C(=O)O (centres undefined),5%,-1,0%,1%,2%,-12%,2%,1%,1%,-1%,3%
CCN1CCc2c(sc(NC(=O)CN3C(=O)c4ccccc4C3=O)c2C(N)=O)C1,-8%,3,-2%,5%,0%,11%,-3%,0%,-1%,-16%,-1%
O=C(COC(=O)CCc1nc2ccccc2c(=O)[nH]1)NC(=O)NC1CCCC1,-5%,-1,1%,-2%,-5%,15%,-1%,1%,-3%,-4%,17%
CN(C)c1ccc(C=Nc2ccccc2C(N)=O)cc1,?,0,1.5µM*,10µM*,16%,?,-1%,10µM*,3.2µM*,0.79µM*,-82%[inhibitor]
CCCS(=O)(=O)N1CCN(C(=O)COc2ccc(OC)cc2)CC1,15%,-1,5%,3%,-4%,-3%,-4%,2%,-2%,0%,-12%
Fc1cccc(Cl)c1CN1CCN(c2nc3ccccc3s2)CC1,-1%,24,5.4µM*,5%,?,?,0%,15µM*,2.5µM*,2.5µM*,?
CCN(CC)C(=O)CCC(=O)Nc1ccc(C(=O)OC)cc1,8%,1,-39%,-9%[0.365 µM],-3%,-3%,0%,5%,1%,-6%,18%
CC(C)(CNC(=O)Cc1ccc(NS(=O)(=O)c2cccc(C(F)(F)F)c2)cc1)N1CCOCC1,.,1,1%,.,-11%,-1%,-1%,-1%,-2%,0%,-14%
CCCCCN(C(=O)CCC(=O)OCc1ccccc1C)c1c(N)n(CCCC)c(=O)[nH]c1=O,.,-3,0%,.,-6%,2%,0%,1%,0%,-1%,-19%
CC1CN(C(=O)COc2ccc3ccccc3c2)CC(C)O1 (centres undefined),.,.,.,.,0%,6%,0%,4%,.,.,-21%
O=C(COC(=O)C12CC3CC(CC(O)(C3)C1)C2)NC(=O)NCc1ccco1,0%,-3,-1%,6%,1%,12%,-10%,0%,1%,-6%,-8%
CC1CCCCN1CCNC(=O)C1CCCN(S(=O)(=O)c2cccc3nsnc23)C1 (centres undefined),0%,-1,3%,-19%,-2%,?,-5%,2%,-2%,2%,5%
